CXCR6 block – CXCR6 (human) receptor inhibition; 360,000 compounds, 0.36% hits; AID 602244; O00574; CHO-K1 PathHunter CXCR6 beta-arrestin, luminescence; inhibition, % at 20 µM; in the data active = inhibition above about 34%, passing the limit was not always enough;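 also: antagonist mode with CXCL16 agonist at 10 nM final; 0% = 10 nM CXCL16 with DMSO and 100% = unstimulated wells without agonist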
Target sequence (O00574 whole entry, looked up): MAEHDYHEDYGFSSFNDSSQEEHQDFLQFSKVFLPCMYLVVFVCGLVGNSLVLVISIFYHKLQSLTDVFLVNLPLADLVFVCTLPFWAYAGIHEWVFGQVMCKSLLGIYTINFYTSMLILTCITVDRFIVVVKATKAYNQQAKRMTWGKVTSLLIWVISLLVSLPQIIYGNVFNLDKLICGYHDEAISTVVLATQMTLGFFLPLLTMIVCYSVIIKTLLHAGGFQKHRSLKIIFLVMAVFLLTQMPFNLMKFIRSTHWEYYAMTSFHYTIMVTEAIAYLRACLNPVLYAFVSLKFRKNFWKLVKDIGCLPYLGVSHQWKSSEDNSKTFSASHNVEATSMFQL
EBI2 antag – antagonists of human EBI2 receptor | 360,000 compounds, 0.81% hits | P32249 | EBI2 beta-arrestin recruitment, luminescence, 7a,25-OHC stimulated | inhibition, % at 5 µM; in the data active = inhibition above about 38%;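 also: enzyme fragment complementation signal reports receptor beta-arrestin coupling in cells; 0% = agonist plus DMSO wells and 100% = wells without agonist; some results beyond the cut were filed as inactive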
Target sequence (P32249 whole entry, looked up, the tested form may be a part): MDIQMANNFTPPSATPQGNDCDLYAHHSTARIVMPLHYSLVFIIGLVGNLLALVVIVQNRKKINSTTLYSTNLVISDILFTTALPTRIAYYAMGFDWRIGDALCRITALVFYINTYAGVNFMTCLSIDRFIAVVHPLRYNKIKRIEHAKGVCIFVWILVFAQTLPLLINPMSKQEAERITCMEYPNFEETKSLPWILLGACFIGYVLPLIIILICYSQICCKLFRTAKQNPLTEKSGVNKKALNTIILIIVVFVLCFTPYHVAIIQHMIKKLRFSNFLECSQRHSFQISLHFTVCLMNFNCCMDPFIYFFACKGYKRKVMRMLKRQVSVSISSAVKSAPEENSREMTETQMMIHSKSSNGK
Numbers without * were called inactive.

Second line of a record: CXCR6 block	EBI2 antag
1. CC1(Cc2ccccc2F)C(=O)Nc2c(Cl)ccc(Cl)c21 (stereo not given)
    9	2
2. CC1(Oc2cccc(F)c2)CCN(Cc2ccc(-c3ccccc3)o2)C1 (stereo not given)
    1	-9
3. CC(=O)c1cccc(-c2ccnc3c2CC(C(=O)NC(C)C)O3)c1 (stereo not given)
    -1	-8
4. COc1ncnc2c1ncn2CCCNCc1ccco1
    1	4
5. Cc1ccc2ccccc2c1C(O)c1ncc(-c2ccccc2F)[nH]1 (stereo not given)
    -4	-7
6. O=C(Nc1cc(C(F)(F)F)cc(C(F)(F)F)c1)[C@H]1O[C@@H](n2ccc(=O)[nH]c2=O)[C@H](O)[C@@H]1O
    -3	-4
7. Cc1cccc(NC(=O)c2nc[nH]c2C(=O)N[C@@H](C)CO)c1
    2	2
8. COc1cccc(CNC(=O)[C@@H]2CCCN2C(=O)OC(C)(C)C)c1
    2	-4
9. CC(N)c1csc(NC(=O)c2cc(C(C)(C)C)nn2Cc2ccccc2)n1 (stereo not given)
    3	2
10. Cn1c(=O)c2cc(NC(=S)NC3CCCCC3)ccc2n1Cc1ccc(F)cc1
    -9	-4
11. O=C(c1ccncc1)N(c1ccc(N2CCOCC2)cc1)C(c1ccccc1)c1nc2ccccc2[nH]1 (stereo not given)
    -4	-16
12. C[C@@H]1CN([C@@H](C)CO)C(=O)CCCn2nncc2CO[C@H]1CN(C)S(=O)(=O)c1cccc(C#N)c1
    -3	-9
13. COc1cc(OC)nc(Nc2nc(C(C)N)cs2)n1 (stereo not given)
    -4	-3
14. COc1ccc(CC(N)c2csc(NC(=O)NCCc3ccccc3)n2)cc1 (stereo not given)
    5	-5
15. Cc1onc(-c2ccccc2)c1-c1nnc(COC(=O)c2ccc(F)cc2)o1
    -5	1
16. O=C(c1cccnc1)N(Cc1ccccc1)C(c1ccccc1)c1nc2ccccc2[nH]1 (stereo not given)
    -1	-1
17. O=C(O)CSc1ccn(Cc2ccccc2)c1
    -4	1
18. Cc1ccc([C@H]2C[C@@H](O)[C@H](n3cc(-c4ccc(F)cc4)nn3)CN2C(=O)C2CCCCC2)cc1
    7	17
19. C[C@@H]1CN([C@@H](C)CO)C(=O)CCCn2cc(nn2)CO[C@H]1CN(C)S(=O)(=O)c1ccccc1C#N
    6	-6
20. COc1cc(C)ccc1S(=O)(=O)NC(=O)C1(C)CCN1C(=O)C1(c2ccc(Cl)cc2)CCC1 (stereo not given)
    0	-2
21. C[C@@H]1CN([C@H](C)CO)C(=O)c2c(c3ccccc3n2C)-c2ccccc2CO[C@@H]1CN(C)C(=O)Nc1ccccc1C(F)(F)F
    -4	-4
22. CN1CCN(C2CN(CCc3ccccc3)S(=O)(=O)C2)CC1 (stereo not given)
    -3	-10
23. CCOC(=O)C1(C)CCN1C(=O)c1ccccc1OC (stereo not given)
    -4	-7
24. COc1cccc(NC(=O)C2(C)CCN2Cc2cccc(OC)c2F)c1 (stereo not given)
    1	-1
25. CCOC(=O)C1(C)CCN1C(=O)c1cccc(OC(F)(F)F)c1 (stereo not given)
    3	7
26. CC(C)Nc1nc(NCc2ccccc2)c2sccc2n1
    -9	-7
27. Cc1cccc(-c2cnc(C(O)Cc3ccccc3)[nH]2)c1 (stereo not given)
    3	-8
28. NS(=O)(=O)c1ccc(CCNC(=O)c2cccc(S(=O)(=O)N3CCc4ccccc43)c2)cc1
    -5	1
29. COc1cccc(C(=O)N2CCC[C@@H]2C(=O)N2CCC[C@H]2C(=O)NCc2ccncc2)c1
    -6	3
30. COc1ccc(S(=O)(=O)N2CCC3CC2c2c(-c4ccc(C(F)(F)F)cc4)cccc23)cc1 (stereo not given)
    -2	11
31. COc1ccc(Cc2c(-c3cccc(Cl)c3)nc3c(C)cc(Br)cn23)c(C)c1
    -2	-7
32. C[C@@H]1CN([C@H](C)CO)C(=O)c2cc(Br)cnc2O[C@H]1CN(C)C(=O)CC1CC1
    0	-2
33. C[C@H]1CN([C@@H](C)CO)C(=O)CCCn2nncc2CO[C@@H]1CN(C)C(=O)c1ccc2ccn(C)c2c1
    -3	-4
34. COc1cc(C(O)c2nc(/C=C/c3ccccc3)cs2)ccc1F (stereo not given)
    -12	-4
35. CCCc1ccc(C(O)c2ncc(-c3cccc(OC)c3)[nH]2)cc1 (stereo not given)
    -1	5
36. COCCn1c(C)cc(C(=O)CN2C(=O)C(=O)N(CCC3=CCCCC3)C2=O)c1C
    -2	-2
37. CCOC(=O)C1CCC(C(=O)OCC)N1c1ccc(C=O)cc1 (stereo not given)
    0	1
38. COC(=O)[C@]12CCCCC=C1N(Cc1cccc3ccccc13)C(=O)[C@H](CC(=O)N1CCCCC1)C2
    -3	1
39. CC1(C)OC(=O)C2=C(CC(CCc3ccccc3)OC2c2ccccc2)O1 (stereo not given)
    2	5
40. CN(C)c1ccc(CC(=O)N2CCCC(c3cc(C(=O)Nc4ccc(C(C)(C)C)cc4)no3)C2)cc1 (stereo not given)
    -9	15
41. CCC1=NN(C(=O)c2ccccc2[N+](=O)[O-])C(O)(c2ccccc2)C1 (stereo not given)
    11	-8
42. OC(c1cccc(CN2CCCCC2)c1)c1ncc(-c2cccc3ccccc23)[nH]1 (stereo not given)
    -2	-2
43. CCSc1nnc(NC(=O)C2CCCN(C(=O)c3ccc(Cl)cc3)C2)s1 (stereo not given)
    3	4
44. Cc1csc(-c2cc(C(=O)NCc3ccc(F)cc3)n[nH]2)c1
    -1	-10
45. CC(=O)Nc1cc(-c2ccc(C(=O)N3CCOCC3)cc2)cn2c(-c3cccc(C(C)=O)c3)cnc12
    -6	17
46. NC(=O)C1CC(=O)N(c2ccc(OCc3ccc(Cl)c(Cl)c3)cc2)C1 (stereo not given)
    -13	-8
47. COc1ccc(-c2cc3c(c4c2ccn4C)C2CCC3C2)cn1 (stereo not given)
    -4	22
48. COC(=O)[C@H]1C[C@@]2(O)CN(S(=O)(=O)c3ccc(C)cc3)C[C@@]2(OC(=O)NCc2ccc(OC)c(OC)c2)C[C@H]1C(=O)OC
    -2	0
49. COc1cc(Cn2c3ccc(NC(=O)CCc4cccnc4)cc3c(=O)n2C)ccc1F
    -1	1
50. CCOC(=O)C1=CCN(S(=O)(=O)c2ccc(F)cc2)C1c1cccc(C)c1 (stereo not given)
    6	15
51. CC(C)c1ccc(O)c(=O)cc1
    7	-1
52. COC(=O)[C@@]1(Cc2ccc(F)cc2)[C@H]2c3cc(C(=O)N4CCCC4)n(CCc4c[nH]c5ccccc45)c3C[C@H]2CN1C(=O)c1ccccc1
    11	53*
53. COC(=O)[C@]12CCCCC=C1N(Cc1ccc(Cl)cc1Cl)C(=O)[C@H](CC(=O)NCCCCc1ccccc1)C2
    20	32
54. COc1cc(OC)cc(-c2c(Sc3ccccc3)c3cc(-c4ccc5c(c4)OCCO5)ccc3n2C)c1
    2	9
55. COc1ccc(C=C(C(=O)c2ccccc2)c2ccccc2)cc1
    16	12
56. COCOc1cccc(CN2CCC2(C)C(=O)Nc2ccc(C)c(O)c2)c1 (stereo not given)
    -8	-5
57. O=C(Nc1ccc(S(=O)(=O)Nc2ncccn2)cc1)c1ccc(Br)cc1
    10	-3
58. COc1cc(CCN(C(=O)c2cc3ccccc3[nH]2)C(c2ccccn2)c2nc3ccccc3[nH]2)cc(OC)c1 (stereo not given)
    -2	-4
59. CCOC(=O)C1(C)CCN1C(=O)c1ccc(Cl)nc1 (stereo not given)
    -5	-3
60. COC(=O)C1CC(c2ccccc2)N(c2ccccc2)O1 (stereo not given)
    0	0

Profiles as entered above:
Record of CCOC(=O)C1=CCN(S(=O)(=O)c2ccc(F)cc2)C1c1cccc(C)c1 (stereo not given) → CXCR6 block: 6; EBI2 antag: 15
Record of COC(=O)[C@H]1C[C@@]2(O)CN(S(=O)(=O)c3ccc(C)cc3)C[C@@]2(OC(=O)NCc2ccc(OC)c(OC)c2)C[C@H]1C(=O)OC → CXCR6 block: -2; EBI2 antag: 0

More compounds
Second line of a record: CXCR6 block	EBI2 antag
61. Cc1noc(C)c1S(=O)(=O)N(C)C[C@H]1OCCCC[C@@H](C)Oc2ccc(NC(=O)CCCN(C)C)cc2C(=O)N([C@H](C)CO)C[C@@H]1C
    5	0
62. O=C(Nc1ccc(Cl)cc1)C1Cc2c(-c3ccccc3Oc3ccccc3)ccnc2O1 (stereo not given)
    3	0
63. CCNC(=O)C1CCCN(C(=O)c2ccc3c(c2)OCO3)CC1 (stereo not given)
    -2	-16
64. CCN(Cc1ccc(Br)s1)C(=O)CSc1nnc(C2CC2)n1C1CC1
    3	-8
65. COc1cccc(CN(C)C[C@@H]2OCc3ccccc3-c3c(n(C)c4ccccc34)C(=O)N([C@@H](C)CO)C[C@H]2C)c1
    13	6
66. CC(=O)Nc1cnc(-c2cc(C)c(O)c(C)c2)cn1
    -8	0
67. O=C(C[C@H]1C(=O)N(Cc2cccnc2)C[C@@H]1Cc1ccccc1)Nc1ccc(Br)cc1
    -2	13
68. CC1=C(C(=O)N2CCCCCC2)CC(CC(=O)NC2CCCCC2)C(=O)N1Cc1ccc(C(C)(C)C)cc1 (stereo not given)
    2	4
69. NC(COCc1ccccc1)c1csc(Nc2ccc(C(=O)c3ccccc3)cc2)n1 (stereo not given)
    -20	-11
70. COc1ccc(-c2cc(NC=O)c3ncc(-c4cccc(C(F)(F)F)c4)n3c2)cc1OC
    10	24
71. O=C(O)CCC(=O)c1ccc(C2CCCCCC2)cc1
    1	1
72. CN(C)c1cccc(NC(=O)C2Cc3c(-c4ccccc4Oc4ccccc4)ccnc3O2)c1 (stereo not given)
    3	5
73. COc1ccc(C)cc1Nc1ncnc2c1nnn2Cc1ccccc1Cl
    4	2
74. O=c1[nH]cc(CCc2ccccc2)c(=O)[nH]1
    -5	0
75. COc1ccc(S(=O)(=O)N(C)C[C@@H]2OCc3cn(nn3)CCCC(=O)N([C@@H](C)CO)C[C@H]2C)cc1
    0	-5
76. CCOC(=O)C1(COCc2ccccc2)CCCCC1=O (stereo not given)
    3	-8
77. CCNC(=O)C1CCCN(C(=O)c2ccc(C#N)cc2)CC1 (stereo not given)
    4	-6
78. CN1CCCC(C)(C(=O)Nc2cccc(Oc3ccccc3)c2)C1 (stereo not given)
    4	15
79. O=C(O)c1cnc2ccc(Cl)cc2n1
    -2	-3
80. COC(=O)c1ccc(CSc2ccccc2NC(=S)Nc2cccc(SC)c2)o1
    3	1
81. CCOC(=O)C1=CCN(S(=O)(=O)c2ccccc2Br)C1c1cccc(F)c1 (stereo not given)
    0	27
82. CC(C)CC1C(=O)N(Cc2cn(CCC3OCCCO3)nn2)CCS(=O)(=O)N1Cc1ccc(-c2ccc(F)cc2)cc1 (stereo not given)
    0	-3
83. Cn1c(=O)c2c(-c3ccccc3)n(-c3cc(C(=O)O)ccc3O)cc2n(C)c1=O
    1	-12
84. CCOC(=O)[C@]12CCCC=C1N(Cc1ccco1)C(=O)[C@H](CC(=O)NCCc1ccccc1OC)C2
    1	2
85. O=C(Nc1ccc2nc([C@H]3C[C@H](O)[C@@H](CO)O3)[nH]c2c1)NC(c1ccccc1)c1ccccc1
    4	0
86. CCC(c1nnnn1C(C)(C)C)N1CCN(C/C=C/c2ccccc2)CC1 (stereo not given)
    3	12
87. COc1ccccc1C(NC(=O)C1CCN(CCc2ccc(Br)cc2)CC1)c1ccccn1 (stereo not given)
    4	6
88. CC(C)(C)OC(=O)N1CCC[C@H]1C(=O)NCc1ccc(F)cc1F
    -14	-6
89. CCN(CC)C(=O)C1=C(C)N(CCCN2CCCC2=O)C(=O)C(CC(=O)NC2CCCC2)C1 (stereo not given)
    -5	-6
90. OC[C@@H]1CN(Cc2cccs2)C[C@H](n2cnc3c(NCc4ccncc4)ncnc32)O1
    4	4

Part of the list above in a different format:
entry	Molecule	CXCR6 block	EBI2 antag
79	O=C(O)c1cnc2ccc(Cl)cc2n1	-2	-3
80	COC(=O)c1ccc(CSc2ccccc2NC(=S)Nc2cccc(SC)c2)o1	3	1
81	CCOC(=O)C1=CCN(S(=O)(=O)c2ccccc2Br)C1c1cccc(F)c1 (stereo not given)	0	27

(further entries)
Second line of a record: CXCR6 block	EBI2 antag
91. OCCNc1ncnc2c1nnn2Cc1ccccc1Cl
    1	-6
92. COCCNC(=O)C1(C)CCCN(Cc2ccc(-n3ccnc3)cc2)C1 (stereo not given)
    -3	-16
93. COc1cccc(-c2cnc3c(NC=O)cc(-c4ccccc4Oc4ccccc4)cn23)c1
    6	24
94. CCCCNC(=O)C1(C)CCN1C(=O)c1cccc2c1OCCO2 (stereo not given)
    -8	-5
95. Clc1cccc(CNc2ccn3nc(-c4cccs4)cc3n2)c1
    1	1
96. C[C@@H]1CN([C@H](C)CO)C(=O)CCCn2cc(nn2)CO[C@H]1CN(C)S(=O)(=O)c1cccc(C#N)c1
    -1	-10
97. COCCNC(=O)C1CCCN(C(=O)COc2ccc(Cl)cc2Cl)CC1 (stereo not given)
    -2	-3

Excerpt: compounds 92 to 96
Second line of a record: CXCR6 block	EBI2 antag
92. COCCNC(=O)C1(C)CCCN(Cc2ccc(-n3ccnc3)cc2)C1 (stereo not given)
    -3	-16
93. COc1cccc(-c2cnc3c(NC=O)cc(-c4ccccc4Oc4ccccc4)cn23)c1
    6	24
94. CCCCNC(=O)C1(C)CCN1C(=O)c1cccc2c1OCCO2 (stereo not given)
    -8	-5
95. Clc1cccc(CNc2ccn3nc(-c4cccs4)cc3n2)c1
    1	1
96. C[C@@H]1CN([C@H](C)CO)C(=O)CCCn2cc(nn2)CO[C@H]1CN(C)S(=O)(=O)c1cccc(C#N)c1
    -1	-10

Some of the compounds tested. The share of hits here may be higher or lower than overall.
